From PubChem BioAssay
MEP2 TOR yeast – yeast TOR pathway MEP2-GFP modulation; S. cerevisiae MEP2-GFP strain, flow cytometry GFP, 3 h; 100% = DMSO control level; GFP response vs DMSO, % at 10 µM; 330,000 compounds, 0.51% hits;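 active = GFP response versus DMSO above a set limit, roughly screen mean plus 3 SD, cut at about 180% in these data; inconclusive = fewer than 70 cells counted for a yeast strain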;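 also: median GFP fluorescence of the barcode-gated MEP2-GFP cells per well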
RPL19A TOR yeast – alters RPL19A-GFP fluorescence in TOR pathway yeast screen; S. cerevisiae RPL19A-GFP strain, flow cytometry, 3 h; stronger effect = lower value; percent response vs DMSO, % at 10 µM; 330,000 compounds, 0.3% hits; AID 2025;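 active = percent response vs DMSO below 50%; inconclusive = fewer than 70 events counted for the yeast strain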;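 also: median channel GFP fluorescence of the barcoded RPL19A-GFP strain; ratio of sample median GFP to plate DMSO average so 100% = DMSO; lower means less RPL19A-GFP as with rapamycin TOR inhibition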
AGP1 TOR yeast – modulators of TOR pathway AGP1-GFP in S. cerevisiae. S. cerevisiae AGP1-GFP multiplex flow cytometry, 3 h; GFP as percent of DMSO wells. GFP response vs DMSO, % at 10 µM. 320,000 compounds, 0.02% hits. AID 2066;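 active = GFP response relative to DMSO above a set limit, near screen average plus 3 SD, cut at about 150% in these data; inconclusive = fewer than 70 cells counted for the yeast strain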;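 also: median GFP channel fluorescence of the gated AGP1 strain per well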
LAP4 TOR yeast – yeast TOR pathway LAP4-GFP modulation. S. cerevisiae LAP4-GFP multiplex, flow cytometry GFP, 3 h; median GFP as percent of DMSO wells. GFP response vs DMSO, % at 10 µM. 320,000 compounds, 0.34% hits. AID 2023;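 active = GFP response vs DMSO above a set limit, about the screen mean plus 3 SD, cut at about 150% in these data; inconclusive = under 70 cell events counted for the yeast strain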
CIT2-GFP yeast – modulators of TOR pathway CIT2-GFP in S. cerevisiae; S. cerevisiae CIT2-GFP strain, flow cytometry, 3 h; 100 means same as DMSO wells; GFP response vs DMSO, % at 10 µM; 320,000 compounds, 0.065% hits; AID 2029;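 active = GFP response relative to DMSO above a set limit, near the screen mean plus 3 SD, cut at about 150% in these data; inconclusive = Fewer than 70 cells measured for a yeast strain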;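 also: ratio of well median GFP fluorescence to mean of DMSO wells on the plate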
procasp3 activ – procaspase-3 (human) activation; recombinant procaspase-3 D3A, Ac-DEVD-pNA absorbance 405 nm; activation, % at 8.5 µM; 330,000 compounds, 0.11% hits;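 active = activation above the mean of all tested compounds plus 3 SD, cut at about 21% in these data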;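 also: 0% = DMSO alone and 100% = DMSO wells spiked with extra 5 µM PC-3 D3A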
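assay system = Procaspase-3 D3A mutant | signal = absorbance at 405 nm, 0 and 120 min | times = 1 h preincubation plus 2 h reaction at 25 °C | repeats = single replicate | read-out = % activation between DMSO and enzyme-spiked controls | medium = Zinc-free HEPES saline buffer with Triton X-100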
AHR activator – human AHR activation | P35869 | AHR-responsive luciferase reporter cells, luminescence | activation, % at 5 µM | 320,000 compounds, 2.5% hits | AID 2796; in the data active = activation above about 47%;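 also: 0% = vehicle wells and 100% = reference agonist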
Target sequence (P35869 whole entry, looked up): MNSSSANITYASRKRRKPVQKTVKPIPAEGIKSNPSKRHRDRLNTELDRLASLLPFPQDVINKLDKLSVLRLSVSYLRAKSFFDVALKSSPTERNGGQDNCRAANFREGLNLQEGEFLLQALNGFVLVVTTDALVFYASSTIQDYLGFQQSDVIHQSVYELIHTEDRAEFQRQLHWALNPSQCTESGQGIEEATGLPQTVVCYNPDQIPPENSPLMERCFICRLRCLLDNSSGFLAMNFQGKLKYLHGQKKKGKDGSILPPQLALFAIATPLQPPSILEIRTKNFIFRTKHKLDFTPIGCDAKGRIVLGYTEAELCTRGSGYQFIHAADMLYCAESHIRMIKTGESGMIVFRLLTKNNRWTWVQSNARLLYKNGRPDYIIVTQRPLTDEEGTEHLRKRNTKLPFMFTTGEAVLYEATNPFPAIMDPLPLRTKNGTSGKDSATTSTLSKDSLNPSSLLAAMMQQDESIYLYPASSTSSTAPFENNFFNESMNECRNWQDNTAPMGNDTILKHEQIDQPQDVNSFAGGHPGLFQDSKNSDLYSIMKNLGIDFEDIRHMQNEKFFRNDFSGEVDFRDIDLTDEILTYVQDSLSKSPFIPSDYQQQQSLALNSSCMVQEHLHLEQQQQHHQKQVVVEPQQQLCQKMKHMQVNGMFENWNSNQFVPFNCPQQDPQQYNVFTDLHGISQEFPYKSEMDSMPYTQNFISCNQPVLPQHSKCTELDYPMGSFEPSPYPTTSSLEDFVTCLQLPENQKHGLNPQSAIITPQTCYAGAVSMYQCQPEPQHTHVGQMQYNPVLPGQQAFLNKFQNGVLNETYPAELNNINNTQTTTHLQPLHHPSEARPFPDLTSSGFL
procasp7 counter – counter-screen: procaspase-7 (human) activation. recombinant procaspase-7, Ac-DEVD-pNA absorbance 405 nm; D23A/D198A/D206A triple mutant, cannot self-cleave; scale: DMSO 0, 5 µM enzyme 100. activation, % at 8.5 µM. 330,000 compounds, 0.093% hits. AID 463210;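 active = percent activation above the screen-wide mean plus 3 SD, cut at about 25% in these data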
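Assay system – Uncleavable procaspase-7 mutant enzyme · Quantity – 2 µM procaspase-7 mutant as dispensed · Times – 1 h preincubation, 2 h reaction · Dosing – single nominal 8.5 µM compound dose, 0.8% DMSO final · Buffer or medium – Zinc-free 50 mM HEPES buffer, pH 7.4, with NaCl and Triton X-100 · Detection – Epi-absorbance of released pNA at 405 nm, two timepoints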
Numbers without * were called inactive; ? = inconclusive; nt = no result given; [ ] = another dose, or the depositor's remark.

SMILES	MEP2 TOR yeast	RPL19A TOR yeast	AGP1 TOR yeast	LAP4 TOR yeast	CIT2-GFP yeast	procasp3 activ	AHR activator	procasp7 counter
Cc1cc(S(=O)(=O)NCC(c2ccccc2)c2ccccc2)ccc1-n1cnnn1	106.1	99.4	103.6	102.9	102.9	-4.4	0.0	1.6
COCCNC(=O)C(=O)N/N=C/c1ccccc1C(F)(F)F	99.5	98.4	104.0	96.5	104.5	-1.6	3.9	-0.3
O=C(CC1C[C@H](C(=O)N2CCCCC2)[C@@]2(CCc3ccccc3)c3[nH]c4ccccc4c3CCN2C1=O)NCCC1=CCCCC1 (some centres not stated)	92.2	90.0	97.5	85.0	90.6	9.2	-0.4	5.3
CCOc1ccc(-c2cn3ccccc3n2)cc1[N+](=O)[O-]	99.4	106.8	103.4	90.7	107.6	6.7	-5.1	2.3
CCOC(=O)C1CCN(C/C=C/c2ccccc2[N+](=O)[O-])CC1	111.3	105.0	106.2	96.7	100.1	6.8	6.4	-3.8
CCc1nnc(NC(=O)c2ccc(S(=O)(=O)N3CCCC(C)C3)cc2)s1 (configuration not stated)	109.3	99.5	102.5	98.4	101.9	-0.5	-0.2	3.3
COc1ccc(C(=O)c2cc3c(cc2[N+](=O)[O-])OCCO3)cc1	104.4	103.1	103.0	101.5	105.3	0.1	-0.9	6.3
O=C(COC(=O)c1ccc(Sc2ccccc2)c([N+](=O)[O-])c1)NC1CCS(=O)(=O)C1 (configuration not stated)	91.8	100.0	89.5	83.5	92.1	-5.8	-0.4	-12.4
COc1ccc(C2C(C(C)=O)=C(C)N=c3s/c(=C\c4cc(C)n(C)c4C)c(=O)n32)c(OC)c1 (configuration not stated)	130.3	110.0	116.2	120.8	122.3	-1.7	13.5	-10.7
COC(=O)c1c(NC(=O)CSc2nnnn2-c2ccccc2)sc2c1CCC(C)C2 (configuration not stated)	94.7	93.6	88.2	95.4	88.4	2.9	17.4	4.5
CCCCC1(C)NC(=O)N(CC(=O)N2CCc3ccccc32)C1=O (configuration not stated)	103.1	107.6	100.7	100.1	97.6	4.8	6.1	2.2
CC(=O)c1cccc(NC(=O)C2CCCN2S(=O)(=O)c2cccc3cccnc23)c1 (configuration not stated)	120.3	97.4	98.5	104.4	97.0	-1.9	5.5	8.4
CCc1nc2ccccc2nc1N1CCN(S(=O)(=O)c2c(C)cc(Cl)cc2C)CC1	97.7	95.9	102.0	106.9	96.7	-12.0	-0.1	-1.3
COC(=O)C1=C(C)NC(=O)/C1=C\c1cc(C)n(-c2ccccc2F)c1C	99.4	105.4	101.5	93.6	102.9	-12.3	10.8	-7.0
COc1ccc(CCn2nnnc2C(c2ccc(C)cc2)N2CCN(C)CC2)cc1OC (configuration not stated)	113.4	99.0	104.1	99.7	105.9	6.2	3.3	-1.4
CCn1c(C)nnc1SCC(=O)NC1CCCC1	102.3	99.6	102.5	95.5	99.5	3.1	0.1	3.8
CCCCn1c(N)c(N(CCOC)C(=O)CCC2CCCCC2)c(=O)[nH]c1=O	99.7	96.6	101.1	94.5	98.0	3.2	-1.6	6.7
CCCNC(=S)N1CCN(C(c2ccccc2)c2ccccc2)CC1	101.8	98.2	92.0	92.3	94.8	-7.6	-1.9	5.7
COc1cc(NS(=O)(=O)c2ccc(NC(=O)CN3C(=O)c4ccccc4C3=O)cc2)nc(OC)n1	102.2	101.8	99.4	94.8	102.2	2.6	-0.9	-12.2
O=C(N[C@@H](Cc1ccccc1)C(=O)OCc1ccccc1)c1nc[nH]c1C(=O)NCc1ccccc1	98.6	102.8	93.0	107.4	114.8	11.7	2.3	6.7
O=Cc1coc2ccc3ccccc3c2c1=O	96.2	102.5	99.9	96.3	106.0	-11.2	7.0	-16.4
Cn1nc(C(=O)NCCCN2CCCCC2)c2c1-c1ccccc1SC2	102.4	105.2	109.1	96.3	105.7	6.2	7.7	-5.8
CCOc1ccc(C2C(C#N)=C(N)Oc3cc(C)oc(=O)c32)cc1 (configuration not stated)	115.2	99.9	107.5	125.5	120.4	4.9	-1.0	5.4
COC(=O)[C@H](CCSC)NC(=O)Nc1ccc(C(C)C)cc1	97.6	99.0	100.2	93.5	101.4	0.1	-5.4	8.2
COc1ccc([C@H]2CC(=O)C=C(c3ccc(Cl)c(C(F)(F)F)c3)C2)cc1	96.4	94.3	96.0	101.0	89.8	-1.4	-0.3	-2.2
Cc1ccc2nc(Nc3nc(CSc4nc5ccccc5s4)cc(=O)[nH]3)nc(C)c2c1	93.9	93.9	96.7	103.9	88.8	1.9	1.1	-0.7
Cc1c(C(=O)NC2CC2)oc2ccccc12	96.7	104.3	98.5	101.0	90.8	1.8	3.6	-4.3
COc1ccc(Cl)cc1NC(=O)CNCC(c1ccccc1)N(C)C (configuration not stated)	119.6	101.3	108.8	107.3	116.8	-1.8	10.9	0.9
Cc1ccc(C(=O)N/C(=C/c2cn(-c3ccccc3)nc2-c2ccccc2)C(=O)O)cc1	92.9	88.6	94.6	87.8	97.6	-2.0	0.1	4.1
O=C(CSc1ncn[nH]1)N1CCN(c2nnc(-c3ccccc3)c3ccccc23)CC1	104.8	101.3	99.4	103.5	97.5	-0.4	-0.5	-8.0
COc1ccc(CNS(=O)(=O)c2ccc3c(c2)N(C)CCO3)cc1	103.9	100.7	103.2	99.9	101.6	13.3	0.3	2.0
COc1ccc(-c2nc(SC)n(C)c(=O)c2C#N)cc1OC	125.4	100.0	100.7	110.9	102.3	-8.1	13.0	1.9
C/C(=N\NC(=O)c1ccc(Br)cc1)C1C(=O)c2ccccc2C1=O	99.0	98.0	101.7	94.4	100.5	-3.4	9.4	4.4
CC(C)c1ccc(NC(=O)C2C3C=CC4(O3)C2C(=O)N(CCCN2CCCCC2)C4C(=O)NC2CCCCC2)cc1 (configuration not stated)	88.4	99.3	99.7	93.4	98.8	3.3	-0.1	1.6
COc1cccc(-c2nc(C(N)=O)c3[nH]c(=O)n(-c4ccccc4)c3n2)c1OC	105.4	99.3	102.2	99.2	97.7	-0.5	87.7*	16.8
CC(=O)c1sc(NC(=O)C(C)(C)C)nc1C	102.3	101.7	95.1	97.9	99.3	-0.8	1.8	-1.5

Ordered by the number under AHR activator (high to low): three from the list above
SMILES,AHR activator
COc1ccc(-c2nc(SC)n(C)c(=O)c2C#N)cc1OC,13.0
CCCCC1(C)NC(=O)N(CC(=O)N2CCc3ccccc32)C1=O (configuration not stated),6.1
CC(C)c1ccc(NC(=O)C2C3C=CC4(O3)C2C(=O)N(CCCN2CCCCC2)C4C(=O)NC2CCCCC2)cc1 (configuration not stated),-0.1

Other structures
SMILES	MEP2 TOR yeast	RPL19A TOR yeast	AGP1 TOR yeast	LAP4 TOR yeast	CIT2-GFP yeast	procasp3 activ	AHR activator	procasp7 counter
C=CCN1C(=O)CN=C1Nc1cc(C)cc(C)c1	101.6	98.3	108.8	103.9	106.4	2.4	2.7	-2.1
O=C(NCc1ccccc1)c1ccccc1Br	94.6	94.3	90.3	87.0	91.8	-1.9	2.2	2.2
O=C(c1cc(F)ccc1F)N1CCC(N2CCC(C(=O)N3CCCC3)CC2)CC1	114.8[may fluoresce violet]	37.0*[may fluoresce violet]	14.4[may fluoresce violet]	84.1[may fluoresce violet]	?	2.7	0.4	7.2
Cn1cnc(S(=O)(=O)NC2CCN(Cc3ccccc3)CC2)c1	94.2	95.3	95.4	96.9	98.6	17.8	1.8	-3.6
O=C(NC1CCCCC1)c1cc(S(=O)(=O)N2CCOCC2)c(Cl)cc1Cl	107.0	101.1	96.3	100.8	96.6	-0.9	2.5	-6.9
COc1ccc(NC(=O)c2c(C)noc2C(C)C)cc1S(=O)(=O)N1CCCCC1	93.5	98.6	99.1	95.9	94.4	1.6	0.5	-6.7
CCCCCCCCC(=O)Nc1cc(C)ccc1OC	105.0	102.6	107.2	107.3	101.9	8.6	0.3	0.6
Cc1ccc(Cl)cc1-n1c(SCC(=O)NCCC2=CCCCC2)nc2n[nH]c(C)c2c1=N	98.6	99.7	96.7	92.2	95.5	-2.0	19.2	-0.2
COc1ccc(C=Nc2cccc3ncccc23)cc1	103.6	101.5	101.6	91.9	97.5	1.5	3.6	2.6
COc1ccc(C)cc1NC(=O)C(Sc1nnc(Nc2ccccc2F)s1)c1ccccc1 (configuration not stated)	103.2	103.8	96.3	96.3	94.9	5.4	12.8	-2.6
COc1ccc(N2CCN(C(=O)c3cccc(NC4=NC5CS(=O)(=O)CC5S4)c3)CC2)cc1 (configuration not stated)	96.9	97.3	99.8	103.5	95.9	4.7	-1.2	5.1
O=C(O)c1ccc(Cl)c(S(=O)(=O)Nc2ccc3[nH]c(=O)[nH]c3c2)c1	104.5	102.0	107.2	115.9	111.5	-5.4	0.0	-17.7
Cc1cccc(NC(=O)CN2CCCCCC2)c1	105.7	100.2	102.4	109.6	109.4	-10.2	3.6	2.1
Cc1ccc(S(=O)(=O)NC(=O)Nn2c(C)nnc2C)cc1	98.7	99.1	104.2	95.1	87.2	4.3	-2.7	-2.2
CN(C)Cc1nc2ccccc2c(=O)n1CC#N	93.6	99.6	101.5	112.0	91.1	8.9	2.7	7.9
COC(=O)c1ccc(CN2C(=O)NC(c3ccccc3)(c3ccccc3)C2=O)o1	96.9	92.2	90.1	100.9	89.6	3.0	-0.7	2.9
CC(/C=C1\SC(=S)N(CCCC(=O)Nc2ccc(C(=O)O)c(O)c2)C1=O)=C\c1ccccc1	93.3	93.1	89.9	107.0	90.8	-14.9	-0.3	-18.3
CSc1ccc(/C=C2\NC(=O)NC2=O)cc1	103.5	103.3	110.6	119.5	99.8	-5.9	5.6	2.2
Cc1ccc(OCc2cc(C(=O)N(C)CCn3ccnc3C)no2)cc1C	112.0	98.7	100.1	115.2	99.6	-2.8	6.8	7.3
O=C(CSC1=NCCS1)N1CCN(c2ccc(Cl)cc2)CC1	101.0	98.0	nt	105.8	99.0	4.4	-0.2	-10.8
CCC(Oc1ccccc1)C(=O)Nc1nnc(S(=O)(=O)Nc2ccccc2)s1 (configuration not stated)	105.6	105.4	100.4	105.1	100.9	-1.6	0.2	-1.0
Cc1cc(C)cc(NC(=O)Nc2ccc3c(c2)N(C)C(=O)CS3)c1	106.9	99.1	104.7	101.2	102.8	-1.2	70.7*	-0.3
Cc1csc(=O)n1CCC(=O)OCC(=O)Nc1ccc(S(N)(=O)=O)cc1	104.0	96.2	100.9	100.1	103.3	2.8	0.0	-1.9
Nc1nonc1-n1nncc1-c1ccccc1	101.5	97.4	99.4	106.1	99.3	-5.7	4.0	8.4
COC(=O)C(/C=N/O)NC(=O)c1ccccc1 (configuration not stated)	94.5	93.5	97.4	92.7	91.9	5.6	-1.4	9.3
CC(C)(C)C1CCCCC1NC(=O)c1ccncc1 (configuration not stated)	104.9	104.1	106.3	97.9	103.2	nt	nt	nt
COc1ccc(S(=O)(=O)N2CCN(CC(=O)NC3CC3)CC2)cc1	103.5	107.7	96.3	100.0	107.6	2.4	-1.9	-0.4
